LDHA block = inhibitors of human lactate dehydrogenase A; P00338; purified LDHA, NADH/diaphorase-resazurin fluorescence; hits give low values; activity change, % (values are at about 110 or 230 µM); actives 0.15% (n = 480,000); in the data active = activity change below about -30%;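 note: plate controls were DMSO wells for no effect and wells without enzyme for full effect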
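Human LDH5 (2 nM) was incubated with 0.06 mM NADH and 0.2 mM pyruvate for 5 min at room temperature in Tris pH 7.4. Remaining NADH was coupled through diaphorase/resazurin, and resorufin fluorescence was read at 0 and 20 min.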
Active calls of the source: *.

1: C=C(C)Cn1c(-n2nc(C)cc2C)nc2c1c(=O)n(C)c(=O)n2C
  LDHA block: -12.2

2: O=S(Cc1ccc(Cl)cc1)Cc1cccc(Cl)c1 (centres undefined)
  LDHA block: -0.7

3: CCc1ccc(CNC(=O)c2cnc(C)cn2)s1
  LDHA block: 4.4

4: CCC/C=N/NC(=O)c1ccccc1C
  LDHA block: 0.3

5: CC(C)(C)c1ccc(C(=O)Nc2c(F)c(F)c(F)c(F)c2F)cc1
  LDHA block: 4.6

6: Fc1ccc(CSc2nc(-c3ccccc3)cc(C(F)(F)F)n2)cc1
  LDHA block: 12.9

7: CCOc1ccc(CN(C)C(=O)Cn2c(=O)c3c(ncn3CC)n(Cc3ccccc3)c2=O)cc1
  LDHA block: -5.3

8: O/N=C/c1cccs1
  LDHA block: -22.6

9: COC(=O)[C@@]1(Sc2ccc(C)cc2)CC(=O)N[C@@H]1c1ccc(C(F)(F)F)cc1
  LDHA block: 3.0

10: CC(=O)Oc1ccccc1C(=O)Oc1ccc(F)cc1
  LDHA block: -2.6

11: CC(C)(C)c1ccc(C(=O)N/N=C/C=C/c2ccccc2)cc1
  LDHA block: 0.0

12: Cc1ccc(CN2C(=O)CSCC2(C)C(=O)NC(C)C)cc1 (centres undefined)
  LDHA block: -2.4

13: O=C(COc1ccc2ccc(=O)oc2c1)Nc1ccc(F)cc1F
  LDHA block: 5.2

14: O=C(Nc1ccc(Cl)cc1C(F)(F)F)c1cccc(I)c1
  LDHA block: 9.1

15: Cn1c(=O)c2c(ncn2CC(=O)N2CC(C(=O)N3CCOCC3)Oc3ccccc32)n(C)c1=O (centres undefined)
  LDHA block: 5.8

16: COc1ccc(-c2cc(C(=O)N3CCN(C(=O)C(=O)N4CCOCC4)CC3)c3ccccc3n2)cc1
  LDHA block: -22.6

17: CC1(C)CC(NCc2cccnc2)=CC(=C(C#N)C#N)C1
  LDHA block: 6.5

18: CC1CC(C)CN(C(=O)c2ccc3c(c2)C(=O)c2ccccc2-3)C1 (centres undefined)
  LDHA block: 2.9

19: CC(C)[C@@H]1Cc2[nH][nH]c(=O)c2[C@H](CCc2ccccc2)O1
  LDHA block: 1.8

20: Cc1cc(N2C(=O)C(=O)/C(=C(/O)c3ccc(Br)cc3)C2c2cccc(O)c2)no1 (centres undefined)
  LDHA block: -0.4

21: CCOc1ccc2c(=O)c(-c3ccccc3OC)c(C)oc2c1
  LDHA block: -7.9

22: COc1ccc2cnn(CC(=O)Nc3ccccc3)c(=O)c2c1OC
  LDHA block: 9.2

23: CCCOc1ccc(-c2csc(-c3ccc(Cl)cc3)n2)cc1
  LDHA block: -3.2

24: N#C/C(=C\c1ccc(-c2ccc(Cl)cc2)o1)c1nc2ccccc2[nH]1
  LDHA block: -4.2

25: Cc1ccc(NC(=S)NCc2ccccc2Cl)cc1
  LDHA block: 9.9

Entries from the list above that contain a thiophene ring, fused or not (two):
3: CCc1ccc(CNC(=O)c2cnc(C)cn2)s1
  LDHA block: 4.4

8: O/N=C/c1cccs1
  LDHA block: -22.6

Following part:
26: CCC(=O)Nc1c(-c2cc(=O)oc3ccc(Cl)cc23)oc2ccccc12
  LDHA block: 5.1

27: O=C(COc1ccc(-c2ccccc2)cc1)c1ccc(F)cc1
  LDHA block: 5.9

28: COc1ccc(Cl)cc1-n1nnc(C(=O)Nc2cccc(C(F)(F)F)c2)c1C
  LDHA block: 10.3

29: CC(=O)c1sc2ccccc2c1C
  LDHA block: -21.5

30: Cc1ccc(C2=NC(C)(C)N=C2SCC(=O)Nc2ccc(F)c(Cl)c2)cc1
  LDHA block: -0.6

31: O=C1CCc2cc(S(=O)(=O)Nc3cccc(B(O)O)c3)ccc2N1
  LDHA block: -14.1

32: CCCNC(=O)c1ccc(OC(C)C)cc1
  LDHA block: -0.8

33: CO[C@@H]1CN(C)C(=O)c2ccc(NC(C)=O)cc2OC[C@@H](C)N(C(=O)NC2CCCCC2)C[C@H]1C
  LDHA block: -3.1

34: CCCC(=O)Oc1ccc2c(=O)c(Oc3ccccc3Br)c(C(F)(F)F)oc2c1
  LDHA block: 6.0

35: COc1ccc(C(=O)c2ccc(C)cc2)cc1
  LDHA block: 2.0

36: Fc1ccc(-c2nc(CSc3ncn[nH]3)co2)cc1
  LDHA block: 1.2

37: Cc1nn(C(=O)C2CCCN2S(=O)(=O)c2ccc(Cl)cc2)c(C)c1Sc1ccccc1 (centres undefined)
  LDHA block: -15.4

38: Cc1ccc(S(=O)(=O)N2CCn3cccc3C2c2ccccc2)cc1 (centres undefined)
  LDHA block: 6.0

39: CC(C)(C)C(=O)N1N=C(c2ccc3c(c2)OCO3)CC1c1ccc2nccnc2c1 (centres undefined)
  LDHA block: -10.4

40: CCC(C)NC(=O)CCc1c(C)nc2c(c(OC)nn2C)c1C (centres undefined)
  LDHA block: -4.4

41: COc1cccc(/C=C/c2nc(C#N)c(N3CCCC3)o2)c1
  LDHA block: -1.6

42: O=C(NCC[C@@H]1CC[C@@H](NS(=O)(=O)c2ccccc2)[C@@H](CO)O1)c1cc(Cl)cc(Cl)c1
  LDHA block: -5.1

43: CN(C)S(=O)(=O)c1ccc(-c2nc(C#N)c(N3CCN(c4cccc(Cl)c4)CC3)o2)cc1
  LDHA block: 5.0

44: O=C(O)CCC(=O)Nc1ccc2[nH]cc(C(C(=O)O)N3CCN(c4ccccc4)CC3)c2c1 (centres undefined)
  LDHA block: 14.2

45: NS(=O)(=O)c1cccc(NC(=O)c2cn(Cc3ccccc3)nc2-c2ccccc2)c1
  LDHA block: -2.2

46: CCOc1cccc2cc(-c3nc(-c4nonc4N)no3)c(=O)oc12
  LDHA block: 9.2

47: COc1cccc(NC(=O)CN(C)C(=O)C2CCN(c3ccc(C#N)cn3)CC2)c1
  LDHA block: -6.4

48: CC(C)c1cccc(NC(=O)CCn2cnc3c2c(=O)n(C)c(=O)n3C)c1
  LDHA block: -5.1

49: CCOC(=O)c1[nH]c(C)c(C(=O)OCC#N)c1C
  LDHA block: -1.5

50: O=C(CCc1ncc(-c2ccccc2F)o1)N1CCN(S(=O)(=O)c2cc(F)ccc2F)CC1
  LDHA block: 6.4

Arranged by formula weight (smallest number first): some entries from above
32: CCCNC(=O)c1ccc(OC(C)C)cc1
  LDHA block: -0.8

35: COc1ccc(C(=O)c2ccc(C)cc2)cc1
  LDHA block: 2.0

40: CCC(C)NC(=O)CCc1c(C)nc2c(c(OC)nn2C)c1C (centres undefined)
  LDHA block: -4.4

26: CCC(=O)Nc1c(-c2cc(=O)oc3ccc(Cl)cc23)oc2ccccc12
  LDHA block: 5.1

30: Cc1ccc(C2=NC(C)(C)N=C2SCC(=O)Nc2ccc(F)c(Cl)c2)cc1
  LDHA block: -0.6

47: COc1cccc(NC(=O)CN(C)C(=O)C2CCN(c3ccc(C#N)cn3)CC2)c1
  LDHA block: -6.4

42: O=C(NCC[C@@H]1CC[C@@H](NS(=O)(=O)c2ccccc2)[C@@H](CO)O1)c1cc(Cl)cc(Cl)c1
  LDHA block: -5.1

Other compounds follow:
51: O=C1CSc2ccc(C(=O)NNC(=O)c3ccc(COc4ccccc4)o3)cc2N1
  LDHA block: -6.1

52: O=C(CCS(=O)(=O)c1ccc2c(c1)OCCO2)Nc1ccc(SC(F)F)cc1
  LDHA block: -9.7

53: COc1ccccc1CNC(=O)CSc1nnc(C)n1C1CCCCC1
  LDHA block: -5.8

54: COc1cc(CNC(=O)c2ccc3c(c2)NC(=O)CCS3)ccc1OCc1ccccc1
  LDHA block: 9.3

55: CC(C)(C)n1nnnc1C(c1ccccc1)N1CCN(CCN2CCOCC2)CC1 (centres undefined)
  LDHA block: -0.8

56: CC(=O)Nc1ccc(C(=O)C(C)SC2CCCCC2)cc1 (centres undefined)
  LDHA block: 6.7

57: Cc1cccc(N(C)C(=O)Cn2nc(Cc3cccnc3)c3ccccc3c2=O)c1
  LDHA block: -0.6

58: COc1nc2ccccc2nc1N1CCC(C(=O)Nc2ccc(C)cc2)CC1
  LDHA block: -4.1

59: CCCCc1cnc2c(c1SCC(=O)NCC1CCCO1)c(=O)n(C)c(=O)n2C (centres undefined)
  LDHA block: 3.9

60: COc1ccc(N2CCCCS2(=O)=O)cc1S(=O)(=O)NCc1ccncc1
  LDHA block: -7.5

61: Cc1cc(Oc2cc(C#N)c(C#N)cc2Oc2cc(C)c(Cl)c(C)c2)cc(C)c1Cl
  LDHA block: -7.4

62: CC[C@@H]1Cc2[nH]c(=O)[nH]c(=O)c2[C@H](c2ccc(Cl)cc2)O1
  LDHA block: -1.4

63: CCCn1nc(C(=O)Nc2nccs2)c2ccccc2c1=O
  LDHA block: 0.4

64: COCc1cc(C)nc2sc3c(c12)NCN(c1ccc(C)cc1)C3=O
  LDHA block: 2.9

65: CC(=O)c1ccc(NC(=O)C2(c3ccccc3)CCCC2)cc1
  LDHA block: 3.9

66: Cc1cccc(CNS(=O)(=O)c2ccc3c(c2)OCCO3)c1
  LDHA block: 9.6

67: O=C(NC1CCCCCC1)c1cc(Cl)nc(Cl)c1
  LDHA block: 8.8

68: O=C(NC(NC(=O)c1ccccc1)c1ccc(Cl)cc1Cl)c1ccccc1
  LDHA block: -3.5

69: CC(C)C[C@H]1CNC(=O)C(=O)N1C[C@H]1CCCN1C[C@H](Cc1ccc(O)cc1)N1C[C@H](CC(C)C)N(CC2CCCCCC2)C(=O)C1=O
  LDHA block: 4.8

70: COc1cc(C2CC(=O)Oc3c2c(=O)[nH]c2ccccc32)cc2c1OCO2 (centres undefined)
  LDHA block: -37.7*

71: Nc1cccc(C(=O)/C=C/c2ccc(F)cc2)c1
  LDHA block: 4.2

72: Nc1nccnc1C(=O)NCCOc1ccccc1
  LDHA block: 10.3

73: O=C(OC1CCCCC1=O)c1ccc(F)cc1Cl (centres undefined)
  LDHA block: 1.3

74: COC(=O)[C@]12CCCCC=C1N(Cc1ccc(Cl)cc1Cl)C(=O)[C@H](CC(=O)NCCCCc1ccccc1)C2
  LDHA block: 0.4

75: CN(CC(=O)Nc1ccc2c(c1)OCO2)Cc1cccs1
  LDHA block: -1.5

A different layout for some results above.
| entry | smiles | LDHA block |
| --- | --- | --- |
| 51 | O=C1CSc2ccc(C(=O)NNC(=O)c3ccc(COc4ccccc4)o3)cc2N1 | -6.1 |
| 58 | COc1nc2ccccc2nc1N1CCC(C(=O)Nc2ccc(C)cc2)CC1 | -4.1 |

(cont.)
76: NS(=O)(=O)c1ccc(N/N=C/C(Cl)=C/c2ccccc2)c([N+](=O)[O-])c1
  LDHA block: 1.9

77: CC(NC(=O)c1ccccc1C(F)(F)F)C1CC2CCC1C2 (centres undefined)
  LDHA block: -4.4

78: COc1ccc2c(c1)cc(C(=O)Nc1ccc(F)cc1)n2C
  LDHA block: 5.5

79: COc1cccc(CSc2nc3ccncc3n2Cc2cccc(OC)c2)c1
  LDHA block: 5.7

80: Cc1cccc(C(=O)N(C2CCCCC2)C2CCCCC2)c1
  LDHA block: -0.4

81: COCCN1CCC(CNC(C)=O)CC1
  LDHA block: -2.1

82: CC1CCCCN1Cc1nc2c(c(=O)n(C)c(=O)n2C)n1CC(N)=O (centres undefined)
  LDHA block: -15.2

83: Cc1cc(C)c2oc(-c3cc(NC(=O)c4ccco4)cc(C)c3O)nc2c1
  LDHA block: 6.4

84: Cc1ccc(CCC2CCN(C(=O)c3cccc(C#N)c3)CC2)cc1
  LDHA block: 8.3

85: COc1ccc(NC(=O)C2=C(C)NC(=O)NC2c2cccc(OCc3ccccc3)c2)cc1 (centres undefined)
  LDHA block: -0.2

86: Nc1[nH]c(C(=O)c2ccccc2)c(-c2cccnc2)c1C(=O)NCCc1ccc(Cl)cc1Cl
  LDHA block: -2.8

87: CN(CCc1noc(C(=O)NCc2ccc(F)cc2)n1)C(=O)Nc1cccc(Br)c1
  LDHA block: -5.3

88: CN1CCN(S(=O)(=O)c2cc3cc(F)ccc3oc2=O)CC1
  LDHA block: -5.7

89: CC1CCCN(S(=O)(=O)NCc2ccnc(N3CCN(c4ccc(F)cc4)CC3)c2)C1 (centres undefined)
  LDHA block: -1.6

90: Cc1ncsc1C(=O)NC(C)c1ccc(Cl)s1 (centres undefined)
  LDHA block: 4.7

91: Cn1c(=O)c2c(nc(N3CCCCCC3)n2Cc2cccc(Br)c2)n(C)c1=O
  LDHA block: -23.4

92: COc1ccc(CNC(=O)/C(C)=C/c2ccccc2)cc1
  LDHA block: 7.8

93: COc1ccc2[nH]cc(C(C(=O)O)N3CCN(CCOc4ccc(Cl)cc4)CC3)c2c1 (centres undefined)
  LDHA block: 4.4

94: CCc1noc2ncnc(N3CCCC(C(=O)NCc4cccc(OC)c4)C3)c12 (centres undefined)
  LDHA block: 2.8

95: O=C(Nc1ccc(Cl)c(Cl)c1)c1ccc2ccccc2n1
  LDHA block: -2.9

96: O=C(Nc1ccc(F)cc1)C(c1ccncc1)N1CCN(C(=O)c2ccco2)CC1 (centres undefined)
  LDHA block: 6.2

As entered above.
For LDHA block, no. 79 has the entry 5.7
For LDHA block, no. 93 has the entry 4.4
For LDHA block, no. 94 has the entry 2.8
For LDHA block, no. 83 has the entry 6.4
For LDHA block, no. 92 has the entry 7.8
For LDHA block, no. 90 has the entry 4.7
For LDHA block, no. 82 has the entry -15.2

An excerpt; the hit share may differ from the screen's.
